Compound activity as filed in PubChem.
Cy5 interf NS3h: Cy5 fluorescence quenchers or enhancers, artefact control for HCV NS3 helicase inhibitor project, biochemical, ChemBridge library, Cy5 readout. fluorescence interference ratio at 100 µM. Cy5-dT15 DNA with NS3h, fluorescence interference; actives lie on both sides; signal over control mean, under 1 quenches. actives 6% (n = 16,000). AID 720488, 2013;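 active = compound fluorescence over control fluorescence at most 0.8, a quencher, or at least a set upper limit, an enhancer; inactive = ratio between 0.8 and the set upper limit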
NS3h inh CB: HCV NS3 helicase inhibitors, primary screen, biochemical, fluorescence polarization, ChemBridge library | Hepatitis C virus NS3 helicase | NS3h Cy5-dT15 DNA binding | inhibition, % at 100 µM | actives 1.6% (n = 16,000) | AID 687043, 2013;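 active = inhibition above the average over every tested compound plus 3 SD, cut at about 40% in these data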
* = called active by the depositor. The order is random (roughly 7% active in at least one column).

SMILES	Cy5 interf NS3h	NS3h inh CB
CC(=O)c1ccc(NC(=O)Cc2ccc(Cl)cc2)cc1	0.97	12
COc1cc(/C=c2\sc3nc4ccccc4n3c2=O)ccc1OC(=O)c1cccs1	0.98	-2
CC1(C)CC2CC(C)(CN2S(=O)(=O)c2ccc(C(=O)Nc3ccc(Cl)c(S(=O)(=O)N4CCOCC4)c3)cc2)C1 (stereo not drawn)	1.1	7
Cc1ccc(NC(=O)CSc2ncn[nH]2)cc1	0.99	0
CC1(C)CC(=O)C2=C(C1)c1cc3ccccc3cc1NC2c1cccc([N+](=O)[O-])c1 (stereo not drawn)	1	6
Cc1ccc(C(=O)/C=C/c2ccccc2OCc2ccccc2)cc1	0.99	-2
O=C(Nc1ccccn1)c1cc(-c2ccc(Cl)c(Cl)c2)nc2ccccc12	1	2
COc1cc(/C=C(\C#N)c2nc3ccccc3[nH]2)ccc1Oc1ccc([N+](=O)[O-])cc1C#N	0.9	7
CN(C)CCNC(=O)C(c1ccccc1)c1ccccc1	1.2	3
O=[N+]([O-])c1ccc(CN2CCN(Cc3ccco3)CC2)cc1	0.99	-3
O=C(Nc1ncc(Cc2ccc(F)cc2)s1)c1ccccc1Br	0.97	7
CCc1ccc(S(=O)(=O)Nc2c(C)cc(C)cc2C)cc1	0.97	22
CCOC(=O)C1=C(C)NC(=S)NC1c1ccc(OC(=O)c2ccco2)c(OC)c1 (stereo not drawn)	0.92	12
Cc1ccc(-c2ccc(C=C3C(=O)NC(=O)NC3=O)o2)c([N+](=O)[O-])c1	0.72*	41*
O=C1NC(=O)C(=Cc2ccc(OCc3ccccc3F)cc2)C(=O)N1	0.9	3
Cc1cccc(OCc2n[nH]c(=S)n2-c2ccccc2)c1	1.1	5
N#CC1=C(Nc2ccc(Cl)cc2)CCC1	1.1	10
CCOc1ccccc1NC(=O)C(=O)NCC(C)C	1	14
Cc1cc2nc(-c3cccc(NC(=O)c4ccccc4F)c3)oc2cc1C	1	-6
COc1ccc(C2=C(Nc3cccc([N+](=O)[O-])c3)c3ccccc3C2=O)cc1	0.95	11
CC(=O)OC(OC(C)=O)c1ccc([N+](=O)[O-])s1	0.83	21
CCOc1ccc(S(=O)(=O)N(CC(=O)Nc2cc(C)cc(C)c2)c2ccc(C)cc2)cc1	0.93	9
O=C(Nc1ccc(NC(=O)c2ccc(-c3ccc([N+](=O)[O-])cc3)o2)cc1)c1ccco1	0.67*	-40
C=CCc1ccccc1OCCn1cc(/C=C2/SC(=S)N(CC)C2=O)c2ccccc21	1	6
CCN(CC)c1ccc(/C=C2\C(=O)NC(=O)N(C)C2=O)cc1	1.3*	28
NC(=O)c1nn2c(c1Cl)NC(c1cccs1)CC2C(F)(F)F (stereo not drawn)	0.67*	0
O=C(Nc1ccc(Cc2ccncc2)cc1)c1ccc(Br)o1	0.92	5
COc1ccc(OC)c2c(C)cc(C)nc12	1	5
COc1cc(OC)c(C=C2C(=O)N(C)C(=O)N(C)C2=O)cc1Br	1	18
CC(C)(C)NC(=O)CCNS(=O)(=O)c1ccccc1[N+](=O)[O-]	1.1	-14
Cc1ccc2oc(-c3cc(NC(=O)/C=C/c4cccc([N+](=O)[O-])c4)ccc3O)nc2c1	1	-15
N#CC1=C(N)NC(SCC(=O)c2ccc(Cl)cc2)=C(C#N)C12CCCCC2	1	13
C/C(=N/N=C1\NC(=O)C(CC(=O)Nc2ccccc2)S1)c1ccc(O)cc1O (stereo not drawn)	1	2
OCC(O)COC(c1ccccc1)(c1ccccc1)c1ccccc1 (stereo not drawn)	0.92	27
CCc1nnc(NS(=O)(=O)c2ccc(NC(=O)c3cc4ccccc4cc3OC)cc2)s1	1	23
Cc1ccc(N(CC(=O)O)S(C)(=O)=O)cc1	1	-16
O=C(/C=C/c1ccc(-c2ccc(Cl)cc2)o1)c1ccc([N+](=O)[O-])cc1	1	10
Cc1ccc([N+](=O)[O-])cc1-c1ccc(/C=C(\C#N)c2[nH]nc(N)c2C#N)o1	0.89	0
Cc1ccccc1OCCSc1nc2ccc(Br)cc2[nH]1	0.97	9
O=C(CSc1nc2ccccc2c(=O)[nH]1)c1ccccc1	1	13
N#CCCn1cc(/C=C2\N=C(c3ccccc3)OC2=O)c(-c2ccc(Br)cc2)n1	1	1
CC(=O)N(Cc1ccncc1)c1cccc2ccccc12	1.1	0
Cc1ccccc1N1C(=O)c2ccc(C(=O)O)cc2C1=O	1.1	0
O=C1c2ccc(Oc3ccc([N+](=O)[O-])cc3)cc2C(=O)N1CCCO	0.97	7
C=CCOC(=O)C1=C(C)NC(C)=C(C(=O)OCC=C)C1c1ccccc1F	0.88	23
O=C(c1ccccc1)c1cc(Cl)ccc1N=Cc1ccc(Br)s1	0.87	14
O=C(NCc1ccncc1)c1ccc([N+](=O)[O-])cc1	1.1	3
COc1ccc(C2(CNC(=O)CC(c3ccccc3)c3ccccc3O)CCOCC2)cc1OC (stereo not drawn)	0.91	6
O=C(O)c1ccc(N2C(=O)C3C4c5ccccc5C(c5ccccc54)C3C2=O)cc1Cl (stereo not drawn)	1	-7
COc1ccc(-n2nc3cc(C)c(NC(=O)c4cccs4)cc3n2)cc1	0.95	15
NS(=O)(=O)c1ccc(NC(=O)C23CC4CC(CC(C4)C2)C3)cc1	1	2
COc1cccc(CN2CCN(Cc3ccc(OC)c(OC)c3OC)CC2)c1	1	-11
Cc1ccc(COc2ccc3c(c2)oc(=O)c2ccccc23)cc1	1.1	4
O=C(Nc1ccccc1Br)c1ccc(CN2CCc3ccccc3C2)cc1	1.1	7
CC1=CC(C)(C)C(C#N)(C#N)C(N)=C1C#N	1	3
CCc1c(C)nc2cc(-c3cccs3)[nH]n2c1=O	0.86	-7
CC1=C(C(=O)Nc2ccc(C)c(Cl)c2)C(c2ccc(O)cc2)NC(=S)N1 (stereo not drawn)	0.95	-2
COc1ccccc1Cc1noc(-c2ccc(I)cc2)n1	1.1	11
CC1CCc2c(sc(NC(=O)/C=C/c3ccccc3)c2C(N)=O)C1 (stereo not drawn)	1.1	-2
O=S(=O)(Nc1ccccc1CO)c1ccccc1	1.1	6
Next part.
SMILES	Cy5 interf NS3h	NS3h inh CB
COC(=O)c1ccc(COc2cc(C)cc3oc(=O)cc(-c4ccccc4)c23)cc1	1.1	9
CCOC(=O)c1ccc(NC(=O)C2CC(=O)N(c3ccc(F)cc3)C2)cc1 (stereo not drawn)	0.89	-10
O=[N+]([O-])c1ccc(C=NCC2OCCc3ccccc32)cc1 (stereo not drawn)	0.95	0
O=C(/C=C/c1ccccc1)NC(=S)Nc1ccc2oc(-c3cccnc3)nc2c1	0.92	-8
Cc1ccc(NC(=O)c2ccccc2[N+](=O)[O-])cc1	1	-18
Nc1nnc(SCC(=O)N2CCc3ccccc3C2)s1	0.9	12
COc1ccc(C2C(C(=O)OC(C)C)=C(C)N=c3s/c(=C\c4ccc(C)o4)c(=O)n32)cc1 (stereo not drawn)	1.1	2
COCCNC(=O)Cc1ccc(Br)cc1	1.1	-7
COC(=O)c1cccc(NC(=O)c2ccc[n+]([O-])c2)c1	1.1	4
Cc1cc(OCC(=O)Nc2c(C)cccc2C)ccc1Cl	0.96	10
O=[N+]([O-])c1ccc(C=Nc2ccc(Cl)c([N+](=O)[O-])c2)s1	0.95	-3
O=C(Oc1ccc([N+](=O)[O-])cc1)c1ccc(-c2ccccc2)cc1	0.97	6

Sorted by length of the SMILES (falling): part of the list above.
SMILES	Cy5 interf NS3h	NS3h inh CB
COc1ccc(C2C(C(=O)OC(C)C)=C(C)N=c3s/c(=C\c4ccc(C)o4)c(=O)n32)cc1 (stereo not drawn)	1.1	2
COC(=O)c1ccc(COc2cc(C)cc3oc(=O)cc(-c4ccccc4)c23)cc1	1.1	9
O=[N+]([O-])c1ccc(C=Nc2ccc(Cl)c([N+](=O)[O-])c2)s1	0.95	-3
O=C(/C=C/c1ccccc1)NC(=S)Nc1ccc2oc(-c3cccnc3)nc2c1	0.92	-8
CCOC(=O)c1ccc(NC(=O)C2CC(=O)N(c3ccc(F)cc3)C2)cc1 (stereo not drawn)	0.89	-10
O=C(Oc1ccc([N+](=O)[O-])cc1)c1ccc(-c2ccccc2)cc1	0.97	6
CC1CCc2c(sc(NC(=O)/C=C/c3ccccc3)c2C(N)=O)C1 (stereo not drawn)	1.1	-2
COC(=O)c1cccc(NC(=O)c2ccc[n+]([O-])c2)c1	1.1	4
Cc1ccc(NC(=O)c2ccccc2[N+](=O)[O-])cc1	1	-18
CC1=CC(C)(C)C(C#N)(C#N)C(N)=C1C#N	1	3
COc1ccccc1Cc1noc(-c2ccc(I)cc2)n1	1.1	11
Nc1nnc(SCC(=O)N2CCc3ccccc3C2)s1	0.9	12
O=S(=O)(Nc1ccccc1CO)c1ccccc1	1.1	6
COCCNC(=O)Cc1ccc(Br)cc1	1.1	-7

(listing goes on)
SMILES	Cy5 interf NS3h	NS3h inh CB
N#Cc1sc2nc(C3CC3)cc(-c3ccc(F)cc3)c2c1N	0.98	6
O=C(c1ccccc1F)N1CCN(c2ccc([N+](=O)[O-])c3ncccc23)CC1	0.94	6
CCOc1ccc2nc(SC3CC(=O)N(c4cccc(OC)c4)C3=O)sc2c1 (stereo not drawn)	1	4
CC(=O)Nc1ccc(S(=O)(=O)Nc2ccc(C(=O)Nc3nccs3)cc2)cc1	0.94	11
O=C(Nc1nc(-c2ccc(Cl)cc2)cs1)c1cccs1	1.2	40
CCOC(=O)CP(=O)(c1ccc(Cl)cc1)c1ccc(Cl)cc1	1	-2
O=C(Nc1cc(Cl)cc(Cl)c1)c1cc(I)ccc1Cl	1.1	2
COc1ccc(/C=C2/SC(=S)N(c3cccc(Cl)c3)C2=O)c2ccccc12	1.1	16
COc1cc(C=O)ccc1OC(=O)c1cc(OC)c(OC)c(OC)c1	0.67*	0
COc1cc(/C=C2/SC(=S)N(c3ccccc3)C2=O)ccc1OC(=O)c1ccc(F)cc1	1	11
CC(C(=O)O)N1C(=O)/C(=C/c2ccc3c(c2)OCO3)SC1=S (stereo not drawn)	1.1	1
O=[N+]([O-])c1ccccc1NCCNS(=O)(=O)c1ccccc1	1	8

An excerpt from above in order of the Cy5 interf NS3h value, smallest number first:
SMILES	Cy5 interf NS3h	NS3h inh CB
CC(=O)Nc1ccc(S(=O)(=O)Nc2ccc(C(=O)Nc3nccs3)cc2)cc1	0.94	11
CCOc1ccc2nc(SC3CC(=O)N(c4cccc(OC)c4)C3=O)sc2c1 (stereo not drawn)	1	4
COc1ccc(/C=C2/SC(=S)N(c3cccc(Cl)c3)C2=O)c2ccccc12	1.1	16

Going on with the list.
SMILES	Cy5 interf NS3h	NS3h inh CB
O=C(Nc1ccc2nn(-c3ccc(F)cc3)nc2c1)c1cccnc1	0.92	-22
Cn1cnc2cc(Nc3nnc(-c4ccc(Cl)cc4)c4ccccc34)ccc21	0.7*	12
O=C(Nc1ccccc1)c1ccc(NS(=O)(=O)c2ccc(Br)cc2)cc1	1	4
COc1nsnc1NS(=O)(=O)c1ccc(NC(=S)NC(=O)c2sc3cc(F)ccc3c2Cl)cc1	1	94*
O=C(COc1ccc([N+](=O)[O-])cc1)Nc1ccc2oc(-c3ccc(Br)cc3)nc2c1	1	2
CCOC(=O)CSc1nc(N)c2c3c(sc2n1)COC(C)(C)C3	1.1	-3
Cc1ccccc1N1C(=O)C2C3c4ccccc4C(C)(c4ccccc43)C2C1=O (stereo not drawn)	1.1	18
Cc1nc(-c2ccccc2)sc1C(=O)NCc1ccccc1	1.1	0
CN(C)c1ccc(/C=C(\C(=O)c2ccccc2)c2nc3ccccc3s2)cc1	1.1	-2
CC(=O)Nc1ccc(N2C(=O)CSC23C(=O)Nc2ccccc23)cc1 (stereo not drawn)	1	-2
CCOc1ccc(C(C)=O)cc1CC(C(N)=O)C(N)=O	1.1	3
O=C1NC(=O)N(c2ccc(Cl)cc2)C(=O)/C1=C/c1cccs1	1	8
O=c1c2ccccc2nc2ccc3nnnn3n12	0.73*	-13
COc1ccc(/C=C/C(=O)NCCc2c[nH]c3ccccc23)cc1OC	0.94	8
O=C1N/C(=N/N=C\c2ccccc2)S/C1=C\c1ccccc1	1.1	-14
COC(=O)CN(c1cc(OC)ccc1OC)S(C)(=O)=O	1.2	1
NC(=O)C1CCN(C(=O)c2ccccc2F)CC1	1	14
O=C1N=C(N2CCOCC2)S/C1=C/c1ccc(Cl)cc1	1	3
O=C(/C=C/c1ccc([N+](=O)[O-])cc1)C1C(=O)c2ccccc2C1=O	1.1	4
COc1ccc(NC(=O)CN(c2ccc(Cl)cc2)S(C)(=O)=O)c(OC)c1	1	0
Cc1ccc(C2CC(C(F)(F)F)n3nc(C(=O)N(Cc4ccccc4)Cc4ccccc4)cc3N2)cc1 (stereo not drawn)	1	7
Cc1ccc(S(=O)(=O)Oc2ccccc2C(=S)N2CCOCC2)cc1	1	2
COc1ccc(C(=O)/C=C/c2ccc(-c3cc(Cl)ccc3Cl)o2)cc1	1.1	9
O=C(CN(c1cccc([N+](=O)[O-])c1)S(=O)(=O)c1ccccc1)NCc1ccco1	1.1	10
CCCC1=NN(C(=O)Cc2ccc([N+](=O)[O-])cc2)C(O)(C(F)(F)F)C1 (stereo not drawn)	0.97	5
O=C1NC(=Nc2ccc(O)cc2)S/C1=C\c1ccccc1	1.2	46*
Cc1cc(C)n(Cc2cc(C)c(Cn3nc(C)cc3C)cc2C)n1	1.1	10
COc1ccc(C(=O)/C=C/Nc2ccc(Cl)cc2[N+](=O)[O-])cc1OC	0.22*	0
Cc1nn(-c2ccccc2)c2c1C(c1ccc(O)cc1)C(C#N)=C(N)O2 (stereo not drawn)	1.1	1
CCCc1c(C)c2ccccc2[nH]c1=O	1	4
COC(=O)c1cc(NC(=O)c2ccc(-c3ccc(Cl)cc3)o2)cc(C(=O)OC)c1	1	6
Cc1nc2ccccc2c(=O)n1/N=C\c1c(O)ccc2ccccc12	0.94	-10
O=C(COc1ccccc1[N+](=O)[O-])Nc1cccc(Cl)c1Cl	0.95	1
CCC(C)c1ccccc1OCC(=O)Nc1cc(C(=O)O)cc(C(=O)O)c1 (stereo not drawn)	1	7
